CXCR6 block: blocks human CXCR6 beta-arrestin recruitment; O00574; CHO-K1 PathHunter CXCR6 beta-arrestin, luminescence; inhibition, % at 20 µM; AID 602244; 0.36% of 360,000 active; in the data active = inhibition above about 34%, passing the limit was not always enough;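 also: antagonist mode with CXCL16 agonist at 10 nM final; 0% = 10 nM CXCL16 with DMSO and 100% = unstimulated wells without agonist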
Target sequence (O00574 whole entry, looked up): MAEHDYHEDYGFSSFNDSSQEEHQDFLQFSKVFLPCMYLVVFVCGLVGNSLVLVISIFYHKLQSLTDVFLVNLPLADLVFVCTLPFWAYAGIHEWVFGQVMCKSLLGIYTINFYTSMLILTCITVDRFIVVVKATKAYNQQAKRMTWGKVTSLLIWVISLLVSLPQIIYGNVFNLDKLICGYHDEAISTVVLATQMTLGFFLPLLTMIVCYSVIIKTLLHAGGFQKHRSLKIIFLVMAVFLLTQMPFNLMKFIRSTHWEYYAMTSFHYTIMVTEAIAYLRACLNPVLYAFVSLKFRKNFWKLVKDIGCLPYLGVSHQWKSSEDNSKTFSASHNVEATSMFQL
EBI2 block: EBI2 (human) antagonism. EBI2 beta-arrestin recruitment, luminescence, 7a,25-OHC stimulated. 0.81% of 360,000 active. AID 651636. inhibition, % at 5 µM; in the data active = inhibition above about 38%;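 also: enzyme fragment complementation signal reports receptor beta-arrestin coupling in cells; 0% = agonist plus DMSO wells and 100% = wells without agonist; some results beyond the cut were filed as inactive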
Target sequence (P32249 whole entry, looked up, the tested form may be a part): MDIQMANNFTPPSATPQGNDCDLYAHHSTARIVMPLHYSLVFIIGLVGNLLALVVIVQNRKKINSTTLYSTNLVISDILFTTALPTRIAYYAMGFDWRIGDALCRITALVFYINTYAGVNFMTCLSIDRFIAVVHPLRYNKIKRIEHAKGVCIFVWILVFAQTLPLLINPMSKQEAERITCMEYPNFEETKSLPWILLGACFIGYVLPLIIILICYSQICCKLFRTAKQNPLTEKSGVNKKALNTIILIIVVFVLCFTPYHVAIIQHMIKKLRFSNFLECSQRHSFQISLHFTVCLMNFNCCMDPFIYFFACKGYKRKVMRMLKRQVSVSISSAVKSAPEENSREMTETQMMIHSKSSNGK
* hit, by the source's call.

CC1(C(=O)Nc2ccc3c(c2)OCCO3)CN(S(C)(=O)=O)CC(=O)N1CCc1ccccc1F (stereo not given) was read as EBI2 block 1.
COC(=O)[C@@]12C[C@@H](CC(=O)N3CCN(C(=O)c4ccco4)CC3)C(=O)N(Cc3cccc4ccccc34)C1=CCC(C)(C)C2 was read as EBI2 block 12.
`CO[C@@H]1CN(C)C(=O)c2ccc(NC(C)=O)cc2OC[C@@H](C)N(C(=O)NC2CCCCC2)C[C@H]1C` gave EBI2 block 0.
CO[C@H]1CN(C)C(=O)c2cc(NC(=O)C3CCCC3)ccc2OC[C@@H](C)NC[C@H]1C was read as EBI2 block -14.
`O=C(Nc1ccc2c(c1)OCCO2)C(c1ccc(C(F)(F)F)cc1)n1c(=O)c(-c2cc3ccccc3[nH]2)nc2ccccc21` (stereo not given) gave EBI2 block 3.
For Cc1cc(C)c2cc(C#N)c(NCCNC(=O)c3ccncc3)nc2c1 the results were EBI2 block -4.
Screening CCCCCCCCCc1conc1C(=O)/C=C/c1oc2c(c1C)CCC(C)C2 (stereo not given) returned EBI2 block 15.
Screening CCOC(=O)[C@]12CCCC=C1N(Cc1ccccc1)C(=O)[C@H](CC(=O)N1CCCCCC1)C2 returned EBI2 block -1.
For CCC(=O)N[C@@H]1CC[C@@H](CCNC(=O)Nc2ccc(F)cc2)O[C@@H]1CO the results were EBI2 block -3.
COC(=O)C[C@@H]1CC[C@H](NC(=O)Nc2ccc(OC)cc2)[C@@H](CO)O1 was read as EBI2 block 1.
Screening CCc1c(-c2ccccc2F)ncn1Cc1cccc(-c2ccccc2)c1 returned EBI2 block 9.
CC(C)NC(=O)C1C(c2ccc(C(F)(F)F)cc2)=Nc2ccccc2N1C(=O)c1ccccc1 (stereo not given) was read as EBI2 block 8.
Screening Cc1ccc(S(=O)(=O)N2[C@H](CC(=O)c3ccccc3)OC[C@@H]2C(C)C)cc1 returned EBI2 block -3.
Screening CCCCNC(=O)C(NC(=O)c1cnc(C)cn1)C(=O)c1ccccc1 (stereo not given) returned EBI2 block 0.
Screening CCOC(=O)[C@]12CCCC=C1N(CCC1=CCCCC1)C(=O)[C@H](CC(=O)N1CCCCC1)C2 returned EBI2 block 8.
For COC(=O)[C@@]12C[C@@H](CC(=O)N3CCSCC3)C(=O)N(CCc3ccc(OC)c(OC)c3)C1=CCC(C)(C)C2 the results were EBI2 block 3.
`COC(=O)C[C@@H]1C=C[C@H](NC(=O)Nc2cc(F)ccc2F)[C@@H](CO)O1` gave EBI2 block -4.
For O=C(NCC[C@H]1CC[C@H](NS(=O)(=O)c2ccc(F)cc2)[C@@H](CO)O1)c1ccc2c(c1)OCO2 the results were EBI2 block -3.
Cc1ccc(S(=O)(=O)N2[C@@H](CCO)OC[C@H]2C(C)C)cc1 was read as EBI2 block -7.
CCCCCNC(=O)C(CCc1ccccc1)n1c(=O)c(-c2cc3ccccc3[nH]2)nc2ccccc21 (stereo not given) was read as EBI2 block -11.

By substructure: those above with a CF3 group.
`O=C(Nc1ccc2c(c1)OCCO2)C(c1ccc(C(F)(F)F)cc1)n1c(=O)c(-c2cc3ccccc3[nH]2)nc2ccccc21` (stereo not given) gave EBI2 block 3.
CC(C)NC(=O)C1C(c2ccc(C(F)(F)F)cc2)=Nc2ccccc2N1C(=O)c1ccccc1 (stereo not given) was read as EBI2 block 8.

Looked up by compound from above:
For COC(=O)[C@@]12C[C@@H](CC(=O)N3CCSCC3)C(=O)N(CCc3ccc(OC)c(OC)c3)C1=CCC(C)(C)C2 the results were EBI2 block 3.
CC(C)NC(=O)C1C(c2ccc(C(F)(F)F)cc2)=Nc2ccccc2N1C(=O)c1ccccc1 (stereo not given) was read as EBI2 block 8.

Other results follow:
`CCC(CC)C(C(=O)NCc1ccccc1)N1CCN(c2cccc(C)c2C)CC1` (stereo not given) gave EBI2 block 25.
Screening Cc1ccc(N2CCN(C3C(=O)Nc4ccccc4-n4nnnc43)CC2)cc1 (stereo not given) returned EBI2 block -8.
Screening Cc1ccc(CN2C(=O)CSCC2(C)C(=O)Nc2c(C)cccc2C)cc1 (stereo not given) returned EBI2 block 2.
For CCOC(=O)[C@]12CCCC=C1N(CCc1ccc(OC)c(OC)c1)C(=O)[C@H](CC(=O)NCCCN1CCCC1=O)C2 the results were EBI2 block -2.
`COC(=O)/C=C1\OCc2c(F)cccc21` gave EBI2 block 0.
`COc1ccc(C(C(=O)Nc2c(C)cccc2C)N2CCN(C)CC2)cc1` (stereo not given) gave EBI2 block -11.
`CC1(C(=O)Nc2ccc3c(c2)OCCO3)CSCC(=O)N1CC(F)(F)F` (stereo not given) gave EBI2 block 1.
`COc1ccc2c(c1)CCO[C@]21O[C@H](CCO)C[C@H](O)[C@H]1O` gave CXCR6 block -1 and EBI2 block -14.
Nc1ccc(C(=O)Nc2ccc(Nc3ccncc3)cc2)c([N+](=O)[O-])c1 was read as CXCR6 block -2 and EBI2 block -1.
Screening O=C(Cn1cc(COc2ccc(-n3cccc3)cc2)nn1)NS(=O)(=O)c1ccccc1C(F)(F)F returned CXCR6 block -1 and EBI2 block -2.
Screening C[C@H](CO)N1C[C@H](C)[C@H](CN(C)Cc2cccc(F)c2)Oc2ncc(Br)cc2C1=O returned CXCR6 block 2 and EBI2 block -2.
For CC1=C(C(=O)N2CCOCC2)CC(CC(=O)NCCc2ccccn2)C(=O)N1CCCN1CCCC1=O (stereo not given) the results were CXCR6 block 8 and EBI2 block -9.
`CCOC1=C2[C@@H](CN(S(=O)(=O)c3ccc(C)cc3)[C@H]2c2ccc(CC)cc2)[C@H]2C(=O)N(c3ccccc3)C(=O)[C@H]2C1` gave CXCR6 block -5 and EBI2 block 7.
`COc1ccc(CNC(=O)C2(C)Cc3c(-c4cccc(C(N)=O)c4)ccnc3O2)cc1OC` (stereo not given) gave CXCR6 block 4 and EBI2 block 9.
Screening O=C(COC(=O)Cc1ccc(Cl)cc1)NCc1ccc(Cl)cc1 returned CXCR6 block 8 and EBI2 block -8.
`COc1cc(F)ccc1-c1cc(C(=O)Nc2ccc(NC(C)=O)cc2)[nH]n1` gave CXCR6 block -3 and EBI2 block 1.
For O=C1Nc2ccccc2N(C(=O)c2c(F)cccc2F)C1c1nc2ccccc2[nH]1 (stereo not given) the results were CXCR6 block -5 and EBI2 block 2.
For C[C@H]1CN([C@@H](C)CO)C(=O)CCCn2cc(nn2)CO[C@@H]1CN(C)S(=O)(=O)c1ccc(C#N)cc1 the results were CXCR6 block -5 and EBI2 block -2.
Screening O=C1c2ccccc2C(c2nnnn2-c2ccc3c(c2)OCCO3)N1CCc1c[nH]c2ccccc12 (stereo not given) returned CXCR6 block -8 and EBI2 block 24.
COc1cc(CCC(=O)Nc2cc(S(=O)(=O)N3CCOCC3)ccc2OC(C)C)cc(OC)c1OC was read as CXCR6 block 6 and EBI2 block 7.
`COCCNC(=S)N1CCC2CC1c1cc(-c3ccc4c(c3)OCO4)ccc12` (stereo not given) gave CXCR6 block 0 and EBI2 block -4.
Screening Cc1cccc(C)c1NC(=O)C1(C)CCC(=O)N1C1CC1 (stereo not given) returned CXCR6 block -2 and EBI2 block -10.
For O=C1NC[C@H](Cc2ccccc2)N(C[C@@H]2CCCN2C[C@H](Cc2ccccc2)N2C[C@H](Cc3ccccc3)N(CC3CCCCC3)C(=O)C2=O)C1=O the results were CXCR6 block 6 and EBI2 block -1.
`CCOc1ccc(-n2c(C)c3c(C)nnc(C)c3c2C)cc1` gave CXCR6 block 6 and EBI2 block -8.
For CCOC(=O)C1=CCN(S(=O)(=O)c2cccc(Cl)c2)C1c1cccc(F)c1 (stereo not given) the results were CXCR6 block 3 and EBI2 block -1.
Screening COc1ccc(OC)c(CN2C(=O)CCC2(C)c2nnnn2-c2c(C)cccc2C)c1 (stereo not given) returned CXCR6 block 2 and EBI2 block -2.
`COCCNC(=S)N1CCC(C(=O)c2ccc(Cl)cc2)CC1` gave CXCR6 block 2 and EBI2 block 32.
COc1ccc(Cc2nc3ccc(C(=O)NC4CCOC4)cc3o2)cc1OC (stereo not given) was read as CXCR6 block -10 and EBI2 block 2.
For N#Cc1cc2cc(Cl)ccc2[nH]c1=O the results were CXCR6 block -3 and EBI2 block -1.
`COc1ccc(S(=O)(=O)N2CCCOC2CNC(=O)C(=O)NCc2ccccc2C)cc1` (stereo not given) gave CXCR6 block 6 and EBI2 block 0.
`CC1(C(=O)NS(=O)(=O)c2cccc(F)c2)CCN1C(=O)C1(c2ccc(Cl)cc2)CCC1` (stereo not given) gave CXCR6 block 7 and EBI2 block 0.
NC(=O)c1cccc(-c2ccnc3c2CC(C(=O)Nc2ccc(Cl)cc2)O3)c1 (stereo not given) was read as CXCR6 block -2 and EBI2 block 7.
COc1ccc([C@H]2C[C@H](O)[C@@H](n3cc(C4CC4)nn3)CN2C(=O)C2CCCCC2)cc1 was read as CXCR6 block -9 and EBI2 block 1.
`C[C@H](CO)N1C[C@H](C)[C@@H](CN(C)C(=O)NC2CCCCC2)OCc2cnnn2CCCC1=O` gave CXCR6 block 3 and EBI2 block -7.
`COC(=O)c1ccc(Cn2c(C)c(C(=O)NCc3ccco3)sc2=O)o1` gave CXCR6 block 3 and EBI2 block -2.
`CCc1nc2c(OCc3ccc(C#N)cc3)cccn2c1N(C)C(=O)c1ccco1` gave CXCR6 block -3 and EBI2 block 1.
For Cc1c(NS(=O)(=O)c2cc(C(=O)OCC(=O)c3ccccc3F)ccc2Cl)c(=O)n(-c2ccccc2)n1C the results were CXCR6 block 0 and EBI2 block -9.
CC(C)NC(=O)c1cc(-c2ccc(F)cc2OC(C)C)n[nH]1 was read as CXCR6 block -10 and EBI2 block -5.
`CNC(=O)C[C@@H]1C(=O)N(C2CCCCC2)CC1(C)C` gave CXCR6 block 2 and EBI2 block -8.
Screening Cc1ccc([C@H]2N[C@]3(CCCN(Cc4ccc(C(F)(F)F)cc4)C3=O)[C@H]3C(=O)N(C)C(=O)[C@@H]23)cc1 returned CXCR6 block 3 and EBI2 block -4.
`NC(=O)CCC(C(=O)O)N1C(=O)C2C3CCC(C3)C2C1=O` (stereo not given) gave CXCR6 block -6 and EBI2 block -9.
For CCC(=C(c1ccc(O)cc1)c1ccc(OCCN(C)C)cc1)c1ccccc1 the results were CXCR6 block 6 and EBI2 block -7.
O=S1(=O)CC(N2CC=CC2)CN1Cc1cn(Cc2ccccc2)nn1 (stereo not given) was read as CXCR6 block -3 and EBI2 block -2.
`Cc1ccc(S(=O)(=O)NCc2ccccc2)cc1C(=O)NCC(=O)Nc1c(C)cccc1C` gave CXCR6 block -1 and EBI2 block -5.
`COc1ccc(-c2nc3c4ccccc4ccn3c2Cc2ccsc2)cc1OC` gave CXCR6 block 13 and EBI2 block 13.
For CCC[C@H]1CN(c2ccc(Br)cc2)C(=O)[C@@H]1CC(=O)Nc1ccccc1 the results were CXCR6 block 16 and EBI2 block 5.
Screening OC[C@@H]1CN(Cc2ccc(-c3ccccc3)cc2)C[C@H](n2cnc3c(NC4CC4)ncnc32)O1 returned CXCR6 block -4 and EBI2 block 65*.
CC(C)Oc1cc(F)ccc1-c1cc(C(=O)NCCCn2ccnc2)[nH]n1 was read as CXCR6 block 2 and EBI2 block -4.
`CCOC(=O)[C@]12CCC=C1N(Cc1ccccc1)C(=O)[C@H](CC(=O)NCCCN1CCCC1=O)C2` gave CXCR6 block -10 and EBI2 block -11.
`COC(=O)[C@@]1(Cc2ccc(F)cc2)[C@H]2c3cc(C(=O)N4CCCC4)n(CC4CC4)c3C[C@H]2CN1C(=O)c1ccccc1` gave CXCR6 block 22 and EBI2 block 8.

Ordered by SMILES length (lowest first): some entries from above
`COc1ccc(-c2nc3c4ccccc4ccn3c2Cc2ccsc2)cc1OC` gave CXCR6 block 13 and EBI2 block 13.
For CCC[C@H]1CN(c2ccc(Br)cc2)C(=O)[C@@H]1CC(=O)Nc1ccccc1 the results were CXCR6 block 16 and EBI2 block 5.
Screening OC[C@@H]1CN(Cc2ccc(-c3ccccc3)cc2)C[C@H](n2cnc3c(NC4CC4)ncnc32)O1 returned CXCR6 block -4 and EBI2 block 65*.

The list goes on:
CC1(Cc2cc(Cl)ccc2C(F)(F)F)C(=O)Nc2cc(F)ccc21 (stereo not given) was read as CXCR6 block -2 and EBI2 block -1.
Screening Cc1cc(C)cc(CC(=O)N2CCC2(C)C(=O)NS(=O)(=O)c2cc(C)ccc2F)c1 (stereo not given) returned CXCR6 block -2 and EBI2 block -3.
For Cn1ccc2c(N3CCCCC3)cc3c(c21)C1CCC3C1 (stereo not given) the results were CXCR6 block -9 and EBI2 block 0.
`COc1ccc(C(O)c2ncc(-c3ccccc3)[nH]2)cc1` (stereo not given) gave CXCR6 block -5 and EBI2 block -2.
CC1(C(=O)Nc2ccccc2)Cc2c(-c3cccc(C(N)=O)c3)ccnc2O1 (stereo not given) was read as CXCR6 block -4 and EBI2 block -10.

Entries listed so far that have a furan ring, fused or not (four):
COC(=O)[C@@]12C[C@@H](CC(=O)N3CCN(C(=O)c4ccco4)CC3)C(=O)N(Cc3cccc4ccccc34)C1=CCC(C)(C)C2 was read as EBI2 block 12.
Screening CCCCCCCCCc1conc1C(=O)/C=C/c1oc2c(c1C)CCC(C)C2 (stereo not given) returned EBI2 block 15.
`COC(=O)c1ccc(Cn2c(C)c(C(=O)NCc3ccco3)sc2=O)o1` gave CXCR6 block 3 and EBI2 block -2.
`CCc1nc2c(OCc3ccc(C#N)cc3)cccn2c1N(C)C(=O)c1ccco1` gave CXCR6 block -3 and EBI2 block 1.

Source: PubChem BioAssay

These rows are one share of the data; rates above refer to the full screens.
